Screens: PubChem BioAssay, National Center for Advancing Translational Sciences (NCATS)
HCMV inh: qHTS Assay for inhibitors of the human cytomegalovirus (HCMV) | 410,000 compounds, 4.5% hits | activity change, negative = inhibition, % at 57.5 µM | HFF cells, HCMV-luciferase reporter, 72 h; active compounds read low | AID 1259415, 2018; in the data active = activity change below about -60%; inconclusive = no clear call, values can overlap the other calls; inactive = above about -39%; note: % is set by controls: 0 for no effect and ±100 for the full control effect
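Two-dose cell screen: HFF monolayers treated with compounds and infected with luciferase-expressing HCMV at 1 PFU/cell, 72 h at 37C, then lysed for luciferase measurement.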
AMA1 RON2 block: qHTS for Inhibitors of AMA1-RON; Towards Development of Antimalarial Drug Lead: Primary Screen; 360,000 compounds, 0.2% hits; AID 720542, 2013; AlphaScreen AMA1-biotinylated RON2 peptide binding; Potency, µM (highest dose often 58.2 µM), for the others: top-dose activity change, negative = inhibition, most hits filed as inhibitors;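 note: potency is the fitted concentration of half-maximal effect; 0% = vehicle wells and -100% = peptide control; nearly all actives have a fitted effect of over 45% in size; some results filed as inactive show a strong effect at the top dose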
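AMA1 (3D7) with his tag at 25 nM final met compounds first, then biotinylated RON2 peptide at 25 nM; detection used donor plus acceptor beads, 10 µg/mL apiece, read by AlphaScreen after 30 min at room temperature.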
CHX counter: Cycloheximide Counterscreen for Small Molecule Inhibitors of Shiga Toxin | max response, % | 300,000 compounds, 12% hits | AID 2314, 2010 | cell reporter, cycloheximide protein synthesis inhibition counterscreen; in the data active = max response mostly above about 13%, no sharp cut-off; inactive = mostly below about 14%; note: read at 38.3 µM for the half of the compounds with a filed dose; 0% is about no effect
FBPA Giardia inh: qHTS Assay for Inhibitors of Fructose-1,6-bisphosphate Aldolase from Giardia Lamblia | 290,000 compounds, 0.71% hits | purified Giardia FBPA | A8B2U2 | AID 2451, 2010 | Potency, µM (top dose mostly 59.6 µM), inactives show at the top dose activity, negative = inhibition, most hits filed as inhibitors; note: potency is the fitted concentration of half-maximal effect; % is set by controls: 0 for no effect and ±100 for the full control effect; nearly all actives have a fitted effect of over 55% in size
Target sequence (A8B2U2 whole entry, looked up): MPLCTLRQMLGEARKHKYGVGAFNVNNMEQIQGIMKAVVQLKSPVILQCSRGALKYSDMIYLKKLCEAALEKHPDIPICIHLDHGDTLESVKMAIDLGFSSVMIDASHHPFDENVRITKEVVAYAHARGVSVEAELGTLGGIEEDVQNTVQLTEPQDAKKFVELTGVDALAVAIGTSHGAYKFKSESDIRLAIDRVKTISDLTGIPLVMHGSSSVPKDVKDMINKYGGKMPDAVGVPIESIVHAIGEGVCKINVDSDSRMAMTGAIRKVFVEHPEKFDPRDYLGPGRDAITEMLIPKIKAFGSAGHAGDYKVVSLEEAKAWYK
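Giardia FBPA (40 nM reagent) was preincubated 10 min at RT with compound (up to 57.5 uM final), then substrate plus GAPDH/TPI/NAD/arsenate coupling system with diaphorase/resazurin was added; resorufin fluorescence (525/598 nm) was read after 20 min.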
AmpC inh no detg: qHTS Inhibitors of AmpC Beta-Lactamase (assay without detergent); Potency, µM (top dose mostly 57.1 µM), for the others: at the highest dose activity change, negative = inhibition, hits mostly inhibitors; 330,000 compounds, 0.52% hits; AmpC nitrocefin hydrolysis, absorbance 480 nm, 0.0001% Triton; AID 485341, 2010; P00811;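 note: potency is the fitted concentration of half-maximal effect; plate controls were no compound for no effect and no enzyme for full effect; nearly all actives have a fitted effect of over 20% in size; some results filed as inactive show a strong effect at the top dose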
Target sequence (P00811 whole entry, looked up): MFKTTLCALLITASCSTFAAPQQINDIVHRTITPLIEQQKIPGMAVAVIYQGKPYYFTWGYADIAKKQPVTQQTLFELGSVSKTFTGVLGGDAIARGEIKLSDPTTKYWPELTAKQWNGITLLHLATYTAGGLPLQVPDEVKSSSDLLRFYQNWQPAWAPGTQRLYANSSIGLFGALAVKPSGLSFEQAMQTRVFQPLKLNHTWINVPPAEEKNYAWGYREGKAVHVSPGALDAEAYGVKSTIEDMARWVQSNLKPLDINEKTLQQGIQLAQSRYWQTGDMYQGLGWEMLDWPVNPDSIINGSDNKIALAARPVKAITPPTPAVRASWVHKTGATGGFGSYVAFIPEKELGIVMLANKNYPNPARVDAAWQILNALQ
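AmpC (5.3 nM in the dispensed reagent) in 20 mM phosphate pH 7.0 with 0.01% (detergent screen) or 0.0001% Triton X-100 was preincubated with compounds for 15 min at room temperature. Nitrocefin was then added from an 800 uM solution, and hydrolysis was followed at 480 nm.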
Shiga toxin inh: A qHTS for Small Molecule Inhibitors of Shiga Toxin | Vero cells, Shiga toxin protein synthesis inhibition reporter | inhibition, % at 38.7 µM | 290,000 compounds, 9.2% hits; in the data active = inhibition mostly above about 28%, no sharp cut-off; inactive = mostly below about 43%; note: 0% is about no effect
AmpC detergent: qHTS Inhibitors of AmpC Beta-Lactamase (assay with detergent) | P00811 | AmpC hydrolysis of nitrocefin, absorbance 480 nm, 0.01% Triton | Potency, µM (series often up to 114 µM), without a hit: at the top dose activity change, negative = inhibition, usual class: inhibitors | 370,000 compounds, 0.041% hits | AID 485294, 2010;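 note: potency is the fitted concentration of half-maximal effect; 0% = no-compound wells and -100% = no-enzyme wells; nearly all actives have a fitted effect of over 25% in size; some results filed as inactive show a strong effect at the top dose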
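AmpC (5.3 nM in the dispensed reagent) in 20 mM phosphate pH 7.0 with 0.01% (detergent screen) or 0.0001% Triton X-100 was preincubated with compounds for 15 min at room temperature. Nitrocefin was then added from an 800 uM solution, and hydrolysis was followed at 480 nm.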
* = called active by the depositor; ? = inconclusive; / = no result given; & = joins results of further samples; [ ] = remark or other dose. Unless noted, calls come from the whole dose curve; as a rule, active = well fitted curve in the direction sought with a large enough effect; inconclusive = small, poorly fitted or top-dose-only effect, or another doubt; inactive = no such curve, though single readings can be large; an effect the other way counts as inactive or inconclusive.

#1 CSc1cccc(CNC(=O)CC2C(=O)NCCN2CC(C)(C)C)c1 (stereo not given)
#2 Cc1ccc(C(c2nnnn2Cc2ccccc2)N2CC=C(c3ccc(F)cc3)CC2)cc1 (stereo not given)
#3 Nc1ccccc1-c1nc2ccccc2s1
#4 CCCCOc1ccc(N2C(N)=NC(N)=NC23CCCCC3)cc1
#5 O=C(Cc1c(Sc2ccccc2)c2ccccc2n1Cc1ccccc1)NCCO
#6 Cn1ncc([N+](=O)[O-])c1C(=O)N/N=C/c1cccc([N+](=O)[O-])c1
#7 CC(SC1=NCCS1)C(=O)Nc1nnc(-c2ccc(Br)cc2)s1 (stereo not given)
#8 N#Cc1c(Sc2ncc(C(F)(F)F)cc2Cl)nsc1C/C=N\OCc1ccccc1Br

assay / compound,1,2,3,4,5,6,7,8
HCMV inh,-20,-31,26,-32,66,?,-19,7
AMA1 RON2 block,1%,-3%,135%[activator],45%[activator],-3%,19%,2%,-1%
CHX counter,1,1,41*,-2,-5,10,21*,4
FBPA Giardia inh,-20%,0%,-4%,-25%,-4%,?,7%,-19%
AmpC inh no detg,31%,-17%,-14%,6%,-3%[2.29 µM],-18%,-18%,?
Shiga toxin inh,-13,12,106*,8,-10,19,38*,12
AmpC detergent,8%,-17%,-10%,-15%,-9%,-2%,?,5%

#9 Nc1ncnc(N2CCc3ccccc32)c1[N+](=O)[O-]
#10 COc1ccccc1N1CCN(C(=O)c2cc3c(s2)CCCCC3)CC1
#11 CCOc1ccc(C(=O)/C=C/c2ccc(OC)c(OC)c2)cc1
#12 CC1CCN(S(=O)(=O)c2ccc(C(=O)N3CCCC3C(=O)O)cc2)CC1 (stereo not given)
#13 CS(=O)(=O)c1ccc2nc(NC(=O)c3ccc(NS(=O)(=O)c4cccc([N+](=O)[O-])c4)cc3)sc2c1
#14 CC(C)CC(COCc1ccc(Cl)cc1)N1CCN(C(=O)c2ccc(Cl)cc2Cl)CCC1=O (stereo not given)
#15 COc1ccc(CCNS(=O)(=O)c2ccc(Br)cc2)cc1OC
#16 COc1ccc(Cl)cc1S(=O)(=O)Nc1ccc2c(c1)n(C)c(=O)n2C

assay / compound,9,10,11,12,13,14,15,16
HCMV inh,-83*,/,102,-23,0,2,-9,121&-3
AMA1 RON2 block,-11%,-27%,-27%,0%,1%,-3%,13%,5%
CHX counter,2,2,1,/,-4,5,1,-1
FBPA Giardia inh,0%,/,-12%,/,1%,-7%,1%,-16%
AmpC inh no detg,-46%,80%[activator],66%[activator],-16%,-45%,200%[activator],-15%,100%[activator]
Shiga toxin inh,-8,-20,26,/,-5,13,/,-5
AmpC detergent,-5%,3%,-4%,4%,-5%,-15%,?,-17%&9%

Some of the entries so far, with two lines to a compound.
Results follow in this order: HCMV inh	AMA1 RON2 block	CHX counter	FBPA Giardia inh	AmpC inh no detg	Shiga toxin inh	AmpC detergent
#2 Cc1ccc(C(c2nnnn2Cc2ccccc2)N2CC=C(c3ccc(F)cc3)CC2)cc1 (stereo not given)
  -31	-3%	1	0%	-17%	12	-17%
#3 Nc1ccccc1-c1nc2ccccc2s1
  26	135%[activator]	41*	-4%	-14%	106*	-10%
#4 CCCCOc1ccc(N2C(N)=NC(N)=NC23CCCCC3)cc1
  -32	45%[activator]	-2	-25%	6%	8	-15%
#5 O=C(Cc1c(Sc2ccccc2)c2ccccc2n1Cc1ccccc1)NCCO
  66	-3%	-5	-4%	-3%[2.29 µM]	-10	-9%
#6 Cn1ncc([N+](=O)[O-])c1C(=O)N/N=C/c1cccc([N+](=O)[O-])c1
  ?	19%	10	?	-18%	19	-2%
#7 CC(SC1=NCCS1)C(=O)Nc1nnc(-c2ccc(Br)cc2)s1 (stereo not given)
  -19	2%	21*	7%	-18%	38*	?
#8 N#Cc1c(Sc2ncc(C(F)(F)F)cc2Cl)nsc1C/C=N\OCc1ccccc1Br
  7	-1%	4	-19%	?	12	5%
#9 Nc1ncnc(N2CCc3ccccc32)c1[N+](=O)[O-]
  -83*	-11%	2	0%	-46%	-8	-5%
#10 COc1ccccc1N1CCN(C(=O)c2cc3c(s2)CCCCC3)CC1
  /	-27%	2	/	80%[activator]	-20	3%
#11 CCOc1ccc(C(=O)/C=C/c2ccc(OC)c(OC)c2)cc1
  102	-27%	1	-12%	66%[activator]	26	-4%
#12 CC1CCN(S(=O)(=O)c2ccc(C(=O)N3CCCC3C(=O)O)cc2)CC1 (stereo not given)
  -23	0%	/	/	-16%	/	4%
#13 CS(=O)(=O)c1ccc2nc(NC(=O)c3ccc(NS(=O)(=O)c4cccc([N+](=O)[O-])c4)cc3)sc2c1
  0	1%	-4	1%	-45%	-5	-5%
#14 CC(C)CC(COCc1ccc(Cl)cc1)N1CCN(C(=O)c2ccc(Cl)cc2Cl)CCC1=O (stereo not given)
  2	-3%	5	-7%	200%[activator]	13	-15%
#15 COc1ccc(CCNS(=O)(=O)c2ccc(Br)cc2)cc1OC
  -9	13%	1	1%	-15%	/	?

The results go on.
#17 O=C(CN1CCN(CC(=O)Nc2ccc(Cl)cc2)CC1)Nc1ccc(F)cc1
#18 Cc1ccccc1NCc1ccc(O)c2ncccc12
#19 O=C(NCc1csc(-c2cccs2)n1)C1CC1
#20 Cc1c(C#N)c(N=CN(C)C)c(C(=O)c2ccc(Br)cc2)n1-c1ccccc1
#21 O=C(Nc1ccc(F)cc1)OCCOc1ccc([N+](=O)[O-])cc1
#22 Cc1ccccc1NS(=O)(=O)c1ccc2c(c1)n(C)c(=O)n2C
#23 Cc1ccc(N(CC(=O)N/N=C/c2ccc(OCC(N)=O)cc2)S(C)(=O)=O)cc1Cl
#24 Cc1cc(OCC(=O)Nc2cccnc2)c2c(C)cc(=O)oc2c1

assay / compound,17,18,19,20,21,22,23,24
HCMV inh,73,-97*,22,-32,-17,-31,?,1
AMA1 RON2 block,-11%,-28%,0%,-16%,0%,-6%,11%,0%
CHX counter,-2,-2,50*,-2,3,5,-4,-8
FBPA Giardia inh,-5%,-5%,2%,1%,-2%,6%,0%,/
AmpC inh no detg,-17%,-18%,-24%,21%,-27%,2%,10%,-34%
Shiga toxin inh,-2,-3,69*,-8,15,7,-10,-10
AmpC detergent,-3%,1%,-6%,?,-4%,1%,-8%,-1%

Rewritten with values under each structure: two of the compounds above.
Values run as follows: HCMV inh	AMA1 RON2 block	CHX counter	FBPA Giardia inh	AmpC inh no detg	Shiga toxin inh	AmpC detergent
17) O=C(CN1CCN(CC(=O)Nc2ccc(Cl)cc2)CC1)Nc1ccc(F)cc1
 : 73	-11%	-2	-5%	-17%	-2	-3%
23) Cc1ccc(N(CC(=O)N/N=C/c2ccc(OCC(N)=O)cc2)S(C)(=O)=O)cc1Cl
 : ?	11%	-4	0%	10%	-10	-8%

Carrying on:
#25 COc1ccc(CC(=O)Nc2ccc(S(=O)(=O)Nc3cc(C)on3)cc2)cc1OC
#26 O=C(CN1CCN(CC(=O)Nc2ccccc2C(F)(F)F)CC1)Nc1ccccc1F
#27 CC(C)n1cnc2cc(NCc3ccccn3)ccc21
#28 COCCN(C(=S)Nc1cc(C)cc(C)c1)C(C)c1cccs1 (stereo not given)

assay / compound,25,26,27,28
HCMV inh,-22,20,38,-32
AMA1 RON2 block,-6%,9%,-16%,1%
CHX counter,-2,4,72*,-3
FBPA Giardia inh,3%,6%,-28%,-3%
AmpC inh no detg,-1%,-1%,12%,-22%
Shiga toxin inh,-19,-3,70*,-5
AmpC detergent,-1%,1%,?,2%
